EPAC1 antagonist = EPAC1 (human) antagonism. O95398. EPAC1 GEF assay, Rap1b-BODIPY-GDP exchange fluorescence. Potency, µM (top dose mostly 115 µM), inactives show top-dose activity change, negative = inhibition, actives largely listed as inhibitors. actives 0.14% (n = 360,000);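 also: potency is read from the fitted curve at half-maximal effect; plate controls were vehicle for no effect and positive control for full effect; nearly all actives have a fitted effect of over 50% in size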
Abeta rescue = A-beta toxicity reversal in yeast. Potency, µM (series often up to 46.1 µM), for inactives: top-dose growth rescue, usual class: activators. actives 0.063% (n = 410,000). yeast expressing A-beta42, growth rescue, OD600, 48 h; response scale: 0% DMSO, 100% iron-clioquinol control; also: potency is read from the fitted curve at half-maximal effect; nearly all actives have a fitted effect of over 55% in size
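Growth rescue measured by 600 nm absorbance after 48 h yeast culture at 30 C with compound. Values normalized between DMSO and an equimolar ferric chloride plus clioquinol control.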
PLK1 PBD block = inhibitors of human PLK1 polo-box domain binding; actives 2.8% (n = 360,000); Potency, µM, for inactives: max response, negative = inhibition, usual class: inhibitors; P53350; Plk1 PBD binding of FITC phosphopeptide, fluorescence polarization; also: potency is read from the fitted curve at half-maximal effect; series mostly up to about 57 µM; % is scaled to controls: 0 for no effect and ±100 for the full control effect; nearly all actives have a fitted effect of over 65% in size
Target sequence (P53350 whole entry, looked up, the tested form may be a part): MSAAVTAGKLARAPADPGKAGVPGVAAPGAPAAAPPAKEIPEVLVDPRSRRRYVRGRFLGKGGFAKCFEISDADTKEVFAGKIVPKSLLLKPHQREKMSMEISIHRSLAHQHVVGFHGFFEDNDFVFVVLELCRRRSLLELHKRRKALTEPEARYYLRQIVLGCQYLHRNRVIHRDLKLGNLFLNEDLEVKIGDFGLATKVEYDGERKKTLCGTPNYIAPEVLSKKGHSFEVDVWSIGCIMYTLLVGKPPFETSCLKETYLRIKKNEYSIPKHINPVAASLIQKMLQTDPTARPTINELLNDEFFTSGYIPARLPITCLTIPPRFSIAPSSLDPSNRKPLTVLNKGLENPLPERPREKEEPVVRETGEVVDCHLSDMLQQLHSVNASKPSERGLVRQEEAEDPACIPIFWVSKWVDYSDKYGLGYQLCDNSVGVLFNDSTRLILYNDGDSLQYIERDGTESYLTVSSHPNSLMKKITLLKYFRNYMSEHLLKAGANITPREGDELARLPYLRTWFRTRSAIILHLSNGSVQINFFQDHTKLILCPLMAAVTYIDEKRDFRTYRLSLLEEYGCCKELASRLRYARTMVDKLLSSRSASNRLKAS
IL-2 act = IL-2 activation | activation, % (series mostly up to about 46 µM) | IL-2 activation reporter assay, cell-based qHTS; stimulated with anti-CD3/CD4/CD28 beads; in transgenic mouse T cells | AID 652025 | actives 0.065% (n = 360,000); in the data active = activation above about 50%; inconclusive = mostly about 30% to 49%; also: 0% is about no effect
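Quantitative HTS in unstimulated transgenic mouse T cells, with memory T cells as non-tolerant control and PMA/ionomycin as tolerance-bypass control. Compound pretreatment lasted 60 minutes before 18 h bead stimulation; EGFP/DsRed fluorescence read.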
EPAC1 ag = agonists of human EPAC1 | EPAC1 agonist qHTS, biochemical assay; response scale: 100% = response to 6.5 mM cAMP | Potency, µM (highest dose often 154 µM), inactives show at the highest dose activation, most hits filed as activators | O95398 | actives 0.073% (n = 360,000); also: potency is read from the fitted curve at half-maximal effect; nearly all actives have a fitted effect of over 60% in size
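Multi-concentration qHTS readout: loss of Rap1B-bound BODIPY-GDP fluorescence driven by 100 nM EPAC1 with excess GDP (50 uM), monitored kinetically at room temperature; agonist response expressed relative to 6.5 mM cAMP.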
WRN helicase inh = WRN helicase (human) inhibition. Q14191. WRN helicase unwinding, fluorescent forked duplex, kinetic. Potency, µM (top dose mostly 114 µM), for the others: at the highest dose activity change, negative = inhibition, usual class: inhibitors. actives 0.46% (n = 360,000). AID 651768; also: potency is read from the fitted curve at half-maximal effect; % is scaled to controls: 0 for no effect and ±100 for the full control effect; nearly all actives have a fitted effect of over 55% in size
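Kinetic red-fluorescence monitoring (525/598 nm) tracks WRN helicase activity after 100 nM fluorophore-quencher forked duplex and 2 mM ATP are added to 20 nM enzyme pretreated 15 min at room temperature with compound.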
PI5P4Ka inh = blocks human PI5P4K alpha kinase activity; P48426; PI5P4Kalpha enzyme, ADP-Glo luminescence, 60 min; stronger effect = lower value; max response, %; actives 1.2% (n = 330,000); AID 652105; active = max response of -50% or lower; inconclusive = between -30% and -50%; inactive = -30% or higher; also: value at the top dose of about 77 µM; % is scaled to controls: 0 for no effect and ±100 for the full control effect
Target sequence (P48426 whole entry, looked up): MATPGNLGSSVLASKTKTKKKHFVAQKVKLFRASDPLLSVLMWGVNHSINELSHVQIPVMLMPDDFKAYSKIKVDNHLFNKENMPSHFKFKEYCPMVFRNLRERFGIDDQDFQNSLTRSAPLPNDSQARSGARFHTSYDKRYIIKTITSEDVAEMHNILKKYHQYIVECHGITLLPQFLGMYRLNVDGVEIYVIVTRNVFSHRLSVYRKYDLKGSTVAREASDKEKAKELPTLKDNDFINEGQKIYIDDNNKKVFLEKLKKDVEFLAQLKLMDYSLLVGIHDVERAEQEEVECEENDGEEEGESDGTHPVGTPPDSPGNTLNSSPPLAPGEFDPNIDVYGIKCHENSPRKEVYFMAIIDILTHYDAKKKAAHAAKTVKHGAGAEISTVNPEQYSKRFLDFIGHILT
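Reactions run in 0.038 M HEPES pH 7.4, 0.28 mM EGTA, 0.1% CHAPS and 5% DMSO, with PI5P4Kalpha, substrate, compound and 5 microM ATP final, one hour at room temperature. Readout is ADP-Glo luminescence.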
FUS suppressor = rescues growth of FUS-expressing yeast; actives 0.24% (n = 390,000); Potency, µM (top dose mostly 76.6 µM), without a hit: at the top dose growth rescue (activation), hits mostly activators; AID 1347120; S. cerevisiae FUS-expressing, growth rescue, OD600, 24 h;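 also: potency is read from the fitted curve at half-maximal effect; plate controls were DMSO vehicle for no effect and reference control for full effect; nearly all actives have a fitted effect of over 55% in size; some results filed as inactive show a strong effect at the top dose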
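Read-out: OD at 600 nm after 24hr at 30C, reporting rescue of FUS-induced yeast toxicity. Cells at OD 0.005 in galactose (2%) minimal medium; compounds tested in a dilution series; CP55940 titration from 92uM final as control.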
The depositor's hits bear a star; ? = inconclusive; nt = not tested or not shown; [ ] = another dose, or the depositor's remark. Unless noted, calls follow the shape of the dose curve; as a rule, active = well fitted curve in the direction sought with a large enough effect; inconclusive = small, poorly fitted or top-dose-only effect, or another doubt; inactive = no such curve, though single readings can be large; an effect the other way counts as inactive or inconclusive.

SMILES	EPAC1 antagonist	Abeta rescue	PLK1 PBD block	IL-2 act	EPAC1 ag	WRN helicase inh	PI5P4Ka inh	FUS suppressor
COc1ccc(N2CC(C(=O)Nc3nnc(SCC(=O)N4CCCC4)s3)CC2=O)cc1 (stereo unspecified)	10%	0%	-22%	-2.7	2%	3%	-23	23%
CCC(=O)N1CCCc2cc(S(=O)(=O)N3CCN(c4ccccn4)CC3)ccc21	-7%	8%	-7%	2.7	9%	-15%	4	5%
CCOCCCNC(=O)c1cc(Sc2ccc(F)cc2)nc2ccccc12	7%	-11%	-12%	-0.2	-6%	8%	-3	nt
CCCCCC(=O)Nc1ccccc1N1CCN(c2ccccc2)CC1	-10%	-14%	-4%	0.1	7%	-28%	nt	?
Cc1cc(N2CCN(c3ccccc3)CC2)nc(-c2ccccc2)n1	1%	-3%	-8%	-2.8	10%	7%[57.1 µM]	21	13%
O=C(Cc1ccc(Cl)cc1)c1c[nH]c(C(=O)NCCCN2CCOCC2)c1	-8%	0%	-2%	-0.7	-11%	1%	-9	18%
Nn1c(SCc2ccc(Br)cc2)nnc1-c1cccnc1	-23%	-13%	0%	0.2	-3%	-4%	-3	3%
O=C(NNS(=O)(=O)c1ccc(Cl)cc1)c1cc(-c2ccccc2)n[nH]1	-20%	-5%	-15%	-1.3	4%	-4%	-10	28%
CCOc1ccc(NC(=O)CN(C)C(=O)C(C)Oc2ccc(Cl)cc2)cc1OCC (stereo unspecified)	-1%	13%	-2%	-0.9	4%	-4%	1	13%
CCC(C)CCN1C(Nc2ccccc2)=NC[C@@H]1C (stereo partly specified)	-4%	8%	-2%	-3.0	-11%	-3%	1	-2%
O=Cc1ccc(F)c([B-](F)(F)F)c1	-11%	-16%	-13%	0.0	5%	-6%	-1	-21%
Cn1cc(Cl)c(C(=O)Nc2nccs2)n1	-8%	-2%	-14%	-0.5	1%	2%	-10	-4%
Cc1ccc(N(C(=O)CNC(=O)c2ccco2)C(C(=O)NCC2CCCO2)c2ccccc2)cc1 (stereo unspecified)	12%	10%	1%	-1.7	-3%	9%	-2	24%
CC(=O)c1ccc(N(CC(=O)NC2CCS(=O)(=O)C2)S(=O)(=O)c2ccc(Cl)cc2)cc1 (stereo unspecified)	-9%	-12%	-21%	1.7	3%	1%	2	-1%
CN(CCc1ccccc1)c1cc2c(c3c1ccn3C)C1CCC2O1 (stereo unspecified)	-21%	-8%	-26%	-0.7	18%	-2%	-4	7%
CCc1cc(=O)oc2cc(C)cc(OCC(=O)NC3CC3)c12	3%	-4%	4%	2.5	-4%	2%	6	-22%
O=C(COc1cc2oc(=O)c3c(c2cc1Cl)CCC3)Nc1cccnc1	-2%	-8%	-3%	-1.4	-9%	6%	5	15%
Cc1cc(Cl)ccc1C(O)c1ncc(-c2ccccc2C(F)(F)F)[nH]1 (stereo unspecified)	-23%	17%	5%	-0.7	-19%	-4%	9	-4%
O=C(CNC(=O)OCc1ccccc1)NCC(=O)NC(Cc1c[nH]c2ccccc12)C(=O)O (stereo unspecified)	-1%	-18%	-8%	1.7	2%	4%	0	-17%
Cc1ccc(S(=O)(=O)N(C)c2ccc(OCC(=O)NC3=NCCS3)cc2)cc1	-24%	-11%	-3%	-0.6	5%	3%	0	-10%
CNC(=O)/C(C#N)=C/c1c(N2CCCCCC2)nc2c(C)cccn2c1=O	1%	15%	-10%	-1.2	-15%	3%	2	9%
COc1cccc(C(=O)N2CCN(C(=O)c3cccc4ccccc34)CC2)c1OC	12%	-4%	-2%	-0.1	1%	-1%	0	-1%
COc1ccccc1C(=O)Nc1nc2ccccc2[nH]1	?	-87%[inhibitor]	21µM*	-1.4	-10%	8%	?	9%
CCCCCc1c(O)nc(SCC(=O)NCC2CCCO2)[nH]c1=O (stereo unspecified)	12%	0%	27µM*	-1.7	-1%	10%	-22	5%
O=C(NCc1ccccc1)C(c1ccc(-c2ccccc2)cc1)n1c(=O)c(-c2cc3ccccc3[nH]2)nc2ccccc21 (stereo unspecified)	18%	3%	3%	0.4	-10%	4%	-5	3%
c1ccc2[nH]c(SCC3CCCCO3)nc2c1 (stereo unspecified)	-5%	?	-17%	-1.1	8%	7%	0	6%
Cc1ccc(C(=O)CCNc2ccc(Cl)cc2)o1	10%	2%	-8%	1.0	3%	-4%	0	9%
Cc1ccc(S(=O)(=O)N(C)C)cc1NC(=O)CSc1ccc2c(c1)OCCO2	-2%	-6%	-14%	0.8	-3%	-6%	10	5%
COc1ccc(CNc2nc3nc(C)c(Cl)c(C)n3n2)cc1	1%	-3%	3%	-0.5	2%	3%	-2	18%
CCOc1ccccc1N1CCN(CC(=O)Nc2cc(C)on2)CC1	4%	-11%	-6%	-4.2	8%	1%	0	-21%
Cc1nnc(SCC(=O)N2CCN(c3ccccc3)CC2)n1C1CC1	8%	1%	-3%	0.6	2%	10%	0	nt
Cn1c2c(c(=O)n(C)c1=O)C(C(F)(F)F)(C(F)(F)F)N=C(c1ccc(Cl)cc1)N2	4%	-88%[inhibitor]	-5%	-0.7	-3%	-3%	14	nt
CCCN(CCC)CC(O)CN(c1ccccc1)S(=O)(=O)c1ccc(C)cc1 (stereo unspecified)	-5%	4%	-4%	-1.8	7%	-9%	0	8%
Cc1cc(Br)ccc1NC(=O)CN(C)C(=O)CN1C(=O)NC(C)(C2CC2)C1=O (stereo unspecified)	2%	15%	6%	-0.2	-2%	3%	-1	-19%
Cc1ccc(F)cc1N=Cc1c(O)c2ccccc2oc1=O	12%	-2%	-2%	0.6	12%	-3%	11	-9%
OCC1OC(n2cnc3c(NCCc4ccccc4)ncnc32)C(O)C1O (stereo unspecified)	3%	-3%	-10%	-0.7	-2%	-3%	3	-30%
O=C(CN1C(=O)NC2(CCc3ccccc32)C1=O)NCc1cccc(C(F)(F)F)c1 (stereo unspecified)	-9%	11%	5%	0.3	-3%	-6%	2	10%
COc1ccc(CCNC(=O)CN(C)S(=O)(=O)c2cccs2)cc1	-12%	-13%	-2%	0.0	0%	-3%	1	nt
CCc1nc2ccc(C(=O)N3CCN(C)CC3)cn2c1N(CCC(C)C)CCN(C)C	7%	-4%	2%	1.0	-5%	8%	7	1%
Cc1nc2c(cc1C(=O)N/N=C/c1ccc(O)c(O)c1)c(=O)n(C)c(=O)n2C	-26%	-6%	-7%	0.1	11%	?	-24	40%
O=c1ccc(Oc2nc(N3CCCCC3)nc(N3CCCCC3)n2)n[nH]1	-3%	15%	-6%	-2.0	1%	0%	-2	0%
CN(C)C(=O)[C@H]1C[C@H]1[C@@H](O)[C@H](CO)NC(=O)[C@H](Cc1ccccc1)NC(=O)OC(C)(C)C	15%	0%	-15%	-1.1	3%	2%	1	-14%
COc1ccc(N2C(=O)CC(Nc3cccc(C(C)=O)c3)C2=O)cc1OC (stereo unspecified)	-3%	-2%	-5%	0.1	3%	-19%	-1	6%
O=C(Nc1ccc(Cl)cc1)OC(CN1CCCCC1)C(F)(F)F (stereo unspecified)	-30%	18%	-4%	-0.5	-1%	-7%	11	4%
COc1ccc2c(Cl)c(C(=O)N/N=C3\CCCC(=O)C3)sc2c1	?	-21%	30%	-0.2	-4%	-32%	?	?
O=C(CN1CCN(c2ccccn2)CC1)N1c2ccccc2CCc2ccccc21	-19%	6%	1%	-3.2	0%	0%	8	8%
CCN(C(C)=O)N(CC)c1nc(Cl)nc(NC(C)C)n1	9%	5%	-5%	-2.4	2%	0%	0	0%
Cc1nc(SCC(=O)N(C)C2CCS(=O)(=O)C2)c(C#N)c(C)c1C (stereo unspecified)	-3%	5%	-9%	1.0	12%	0%	-1	-21%
O=C(COC(=O)CCCSc1nc2ccccc2[nH]1)NC(=O)NC1CCCC1	17%	-1%	-10%	-0.2	2%	-5%	3	25%
CCOC(=O)C(NC(C)=O)(Nc1ccc(S(=O)(=O)Nc2onc(C)c2C)cc1)C(F)(F)F (stereo unspecified)	0%	0%	0%	2.6	4%	4%	-2	42%
O=C(NCC(c1ccco1)N1CCc2ccccc2C1)c1c(F)cccc1F (stereo unspecified)	15%	-12%	-1%	-5.4	1%	13%	3	-1%
O=C(O)c1ccc(N=Cc2c(O)ccc3oc4c(c23)CCCC4)cc1	8%	9%	-15%	0.4	-8%	-17%	2	18%
CCOc1ccc(N2C(=O)CC(NCC#N)C2=O)cc1 (stereo unspecified)	1%	-34%[inhibitor]	?	1.1	13%	9%	-2	-20%
Cc1ccc(-c2ccc(SCC(=O)Nc3ccc4c(c3)OCCO4)nn2)cc1	-11%	-2%	-4%	-3.0	9%	-21%	-2	nt
CCOC(=O)C1=C(N)Oc2cc(O)ccc2C1c1ccc(C)cc1 (stereo unspecified)	?	2%	-2%	-0.2	14%	-16%	-3	25%
CCCNC(=S)Nc1ccc(F)cc1F	-5%	5%	0%	1.1	3%	-8%	1	3%
O=C(O)c1cccc(N2C(=O)/C(=C/c3ccc(SCc4ccc(Cl)cc4)o3)SC2=S)c1	-11%	-21%	?	-0.5	8%	18µM*	-73*	-8%
C[N+](C)(C)CCCCCC(=O)/C=N/O	-2%	0%	-6%	-2.3	12%	-10%	-3	-32%
O=C(NCC1OCCc2ccccc21)c1ccc(NC(=O)c2ccccc2Cl)cc1 (stereo unspecified)	-5%	5%	3%	-5.7	3%	-2%	-11	26%
Cc1nc2c(cc1NC(=O)C(C)(C)C)nc(C)n2Cc1ccccc1	13%	7%	3%	1.4	-2%	4%	-5	10%
